Compound activity: PubChem BioAssay, NCI
All columns: NCI-60 one-dose screen, growth in % after 48 h at 10 µM unless noted; 100 = growth as untreated, 0 = no growth, -100 = all killed.
DU-145: DU-145 prostate cancer | 4.2% of 81,000 active | AID 1794760
SF-539: SF-539 CNS cancer. 6.8% of 81,000 active. AID 1794752
786-0: 786-0 renal cancer cells; 5.1% of 81,000 active
SF-268: SF-268 CNS cancer cells; 3.1% of 82,000 active
UO-31: UO-31 renal cancer. 5.2% of 81,000 active. AID 1794768
PC-3: PC-3 prostate cancer cells; 3.9% of 80,000 active
SF-295: SF-295 CNS cancer cells; 5.6% of 79,000 active
SN12C: SN12C renal cancer cells; AID 1794767; 3.8% of 81,000 active
U251: U251 CNS tumor cells. 5.4% of 80,000 active. AID 1794753
* = called active by the depositor; / = not tested or not shown; & = joins results of further samples; ! = not confirmed by another sample; [ ] = dose if it differs, or a comment. Rule for the calls: active = growth percent below 10; inactive = the rest.

SMILES	DU-145	SF-539	786-0	SF-268	UO-31	PC-3	SF-295	SN12C	U251
CCCCCCCCCCCCCCCCCCNC(=S)N/N=C/c1cc(Br)ccc1O	103	87	97	88	63	86	95	100	92
N#Cc1c(NC(=O)c2ccc(C(O)(C(F)(F)F)C(F)(F)F)cc2)sc2c1CCC(=O)C2	15	-96*	-48*	-9.6*	-99*	-45*	-97*	/	-91*
CCc1c(Cl)c(Cl)c(Cl)c(Cl)c1Cl	104	106	100	106	88	112	/	111	102
CC(CCc1ccccn1)C(=O)C(C)CCc1ccccn1 (stereo unspecified)	107	92	98	102	76	80	125	98	103
CCCCCCCOc1c(C(=O)O)cccc1[N+](=O)[O-]	100	104	93	97	93	98	103	100	93
COC(=O)CC[C@@H](C)[C@H]1CC[C@H]2[C@@H]3CC[C@@H]4C[C@@H](OCCC#N)CC[C@]4(C)[C@H]3CC[C@]12C	102	85	97	97	86	81	93	92	96
Nc1ccc(N=Nc2ccc(O)cc2)c(N)n1	79	67	65	73	35	61	/	73	77
O=C(Nc1nnc(-c2cc(O)c(O)c(O)c2)s1)c1ccccc1	107	88	96	95	79	95	83	100	/
Cc1cn[nH]c1	109&128	101&103	96&100	110&111	86&88	105&97	100&92	104&98	94&101
CCCCCCCCOC(=O)c1cc(O)c(O)c(O)c1	82	51	65	56	35	84	128	54	43

Overlap with the part before: two entries; new compounds follow.
SMILES	DU-145	SF-539	786-0	SF-268	UO-31	PC-3	SF-295	SN12C	U251
Cc1cn[nH]c1	109&128	101&103	96&100	110&111	86&88	105&97	100&92	104&98	94&101
CCCCCCCCOC(=O)c1cc(O)c(O)c(O)c1	82	51	65	56	35	84	128	54	43
Cc1ccc(Nc2nnc(-c3ccc(O)cc3)o2)cc1	104	90	97	94	81	94	96	102	99
CC(C)c1ccc2occ(/C=C3\C(=O)N(c4c(Cl)cccc4Cl)c4ccccc43)c(=O)c2c1	110	90	78	83	93	44	84	102	55
Cc1ccc(S(=O)(=O)NCC[C@@H]2C[C@H]2/C=C/c2ccccc2)cc1	101	102	93	94	77	92	91	88	100
N#Cc1c(-c2cc(=O)oc3ccc(Cl)cc23)cc(-c2ccccc2)nc1N	109	96	90	89	54	81	96	91	89
COc1ccc2c(=O)cc(-c3ccccc3)[nH]c2c1	19&15	-24*	-14*!	43&45	8.7*!	19&18	2.5*	43&46	16&12
O=c1[nH]c2ccc([N+](=O)[O-])cc2[nH]1	119	103	98	106	76	97	104	100	/
CS(=O)(=O)c1ccccc1	115	111	105	106	87	100	92	97	101
O=C(Nc1nc(-c2ccc(Cl)cc2)cc(-c2ccccc2Cl)n1)c1cccnc1	106	98	96	93	69	84	97	102	94
COc1ccc(-n2nc(C(=O)N/N=C\c3ccc(F)cc3)cc2-c2ccc(Cl)cc2)cc1	103	95	96	89	67	72	89	94	91
Cn1cnc2cc(Cl)ccc21	117	96	104	120	99	102	85	98	/
N#Cc1c(-c2ccc(Cl)cc2)nc(SCc2ccccc2)[nH]c1=O	115	96	100	101	76	98	107	103	95
Cc1ccc(/C=C(\C#N)c2cc3ccccc3[nH]2)cc1	73	58	73	68	70	71	68	50	38
O=C(Oc1ccc(Cl)cc1Cl)c1ccc([N+](=O)[O-])cc1	121	110	105	117	83	98	109	107	110
CC(C)CNc1nc(NCC(C)C)nc(Oc2ccc(Cl)cc2)n1	95	89	88	94	76	78	/	89	80
CCC(=O)OCC(=O)C1(OC(=O)CC)C(C)CC2C3CCC4=CC(=O)C=CC4(C)C3(Cl)C(O)CC21C (stereo unspecified)	100	79	/	92	71	92	119	54	101
CC1(O)CCC(C(C)(C)O)CC1 (stereo unspecified)	111	100	112	109	97	99	94	102	112
COc1ccc(/C=N/N2CN(C(C)C(=O)O)C(O)(CCl)N=C2N)cc1OC (stereo unspecified)	105[100 µM]	98[100 µM]	101[100 µM]	98[100 µM]	89[100 µM]	99[100 µM]	98[100 µM]	93[100 µM]	93[100 µM]
C=CCc1c(O)c(C=O)c(OC)c2c(=O)cc(-c3ccccc3OC)oc12	102	96	108	95	38	78	83	97	103
COc1ccc(/C=C2\N=C(C)N(CCc3ccc(S(N)(=O)=O)cc3)C2=O)cc1	109	96	86	97	92	86	103	/	93
O=C1OC(c2nc3ccccc3s2)=C/C1=C\c1cccc([N+](=O)[O-])c1	91	99	99	86	74	67	90	82	68
CC(C)(CO)N=Cc1cc([N+](=O)[O-])ccc1O	109	97	96	101	96	96	94	97	/
CCOC(=O)C1=C(N)N(c2ccc(Cl)cc2)C2=C(C(=O)CC(C)(C)C2)C1c1ccc(F)cc1 (stereo unspecified)	102	100	80	92	70	65	88	91	79
CCCCn1c(=O)c(/C=C/C(=O)/C=C(O)/C=C/c2cc3ccccc3n(CCCC)c2=O)cc2ccccc21	106	105	95	97	77	91	88	85	100
C#CCNc1ccc(CC2(O)C(=O)Nc3ccccc32)cc1 (stereo unspecified)	105	96	96	96	77	104	99	97	96
COc1cc(C)c(OC)c2c1OCO2	127	93	106	99	84	96	109	123	100
O=c1[nH]c2c(c(=O)[nH]1)OCN(Cc1ccccc1)C2	116	95	102	108	74	101	112	98	110
O=C1c2cc(Cl)ccc2Oc2cc([N+](=O)[O-])ccc2N1c1ccc(Cl)cc1F	98	106	95	86	62	89	97	94	92
COc1ccc2nc3cc(Cl)ccc3c(N3CCN(c4nccc(Nc5ccc(Cl)cc5)n4)CC3)c2c1	75	/	42	54	55	40	84	74	62
CCOc1ccc([C@H]2C(C(=O)c3ccc(Cl)cc3)C3(N[C@@H]2c2ccccc2)C(=O)Nc2ccc(Cl)cc23)cc1 (stereo partly specified)	80	82	72	63	51	34	60	21	53
Cc1c(C(=O)N=Nc2c(O)[nH]c3ccc(Br)cc23)oc2ccccc12	83	42	65	58	57	86	80	70	58
O=C(O)C1=CCC=CC1C(=O)O (stereo unspecified)	115	111	102	107	102	93	/	113	106
Cn1c(=O)c2c(nc(Br)n2CCC(=O)Nc2ccc(F)cc2)n(C)c1=O	118	99	100	111	78	96	104	106	97
CC(C)(Oc1ccc(C2CC2(Cl)Cl)cc1)C(=O)O (stereo unspecified)	142	108	109	106	98	90	107	104	99
Cc1cccc(C(=O)NNC(=O)c2ccc3ccccc3c2)c1	119	96	94	105	99	101	94	99	107
Nc1cc(-c2ccc(Cl)cc2)nn1-c1nc(-c2ccc(Br)cc2)cs1	108	98	94	106	93	92	97	98	95
Cc1nn(-c2ccccc2)c(N2CCCCC2)c1-c1nc2ccc(C(=O)NN)cc2[nH]1	106	97	98	94	79	102	97	98	101
Cc1ccc(-c2cc(-c3ccccn3)n(C=O)n2)cc1	125	95	98	112	98	99	92	106	83
O=C(COc1ccc(Cl)cc1)N1N=C(c2ccc(Cl)cc2)CC1(O)c1cc(F)c(Cl)cc1Cl (stereo unspecified)	128	118	92	114	91	88	112	121	99
COC(=S)SCc1cc(=O)oc2ccc(Cl)cc12	99	95	105	97	79	97	93	102	99
Nc1nnc(CS(=O)(=O)Cc2ccccc2)s1	116	102	107	109	76	97	103	107	99
COc1ccc(-c2nc(SCC(=O)c3ccc4ccccc4c3)[nH]c(=O)c2C#N)cc1	109	102	105	98	81	103	101	100	102
O=C(O)c1ccc(-n2cc(CNc3ccc(Cl)cc3)c(-c3ccc(F)c(F)c3)n2)cc1	104	85	92	95	79	92	83	95	100
N#CCCCCCCCCCCC#N	106	108	100	109	93	96	92	105	105
COc1ccccc1NC(=O)c1sc2nc3c(cc2c1N)C(=O)CCC3	87	66	89	102	71	66	26	70	65
CCOCc1nc2nc(Cl)c(Cl)nc2[nH]1	114	110	97	103	93	101	96	99	94
CCOC(=O)C(CCC1=NC(C)(C)CC(C)O1)C(=O)OCC (stereo unspecified)	10	102	107	98	77	76	74	96	82
Cc1[nH]nc(C(=O)O)c1[N+](=O)[O-]	105	101	96	100	87	98	95	94	100
COc1ccc(-c2[nH]nc(N)c2-c2cc(OC)c3c(c2)OCO3)cc1	92	59	78	65	68	94	54	52	55
O=[N+]([O-])c1ccc(N/N=C(\c2ccccc2)c2ccc(Cl)cc2)nc1	111	111	95	105	73	90	127	91	98
Nc1nc2c(N=Nc3ccccc3)c(N)nn2c(-c2ccc(Cl)cc2)c1-c1nc2ccccc2s1	111	96	116	100	93	102	104	96	103

(further entries)
SMILES	DU-145	SF-539	786-0	SF-268	UO-31	PC-3	SF-295	SN12C	U251
CCOC(=O)c1cnc2ccc(Br)cc2c1Nc1cccc(S(=O)(=O)NC)c1	103	98	103	95	80	102	94	103	109
O=C1CCC(NCc2ccc(Cl)cc2)N1 (stereo unspecified)	108	102	102	101	97	92	96	100	94
COc1ccc(CCN2C(=O)CSC2=S)cc1OC	19	94	95	100	83	91	102	93	99
Oc1ccc(-c2ccc3c(c2)ncn3-c2cccc(F)c2)cc1	99	63	87	94	56	101	88	91	59
COc1ccc(NC(=O)C(C)=O)cc1	125	103	106	118	95	107	103	100	104
CCC1C(=O)COC1=O (stereo unspecified)	108	105	101	101	96	74	98	104	85
N#Cc1c(-c2cccs2)cc(-c2cnccn2)nc1SCC(=O)Nc1ccc(Br)cc1	70	93	81	82	58	87	90	88	83
O=C1Nc2cc(-c3ccc(NS(=O)(=O)c4ccc(C(F)(F)F)cc4)cc3)ccc2/C1=C/c1ccc[nH]1	41	42	41	55	31	31	18	4.6*	41
CCOC(=O)CNC(=O)c1ccccc1	125&106	97&100	97&97	118&102	78&95	109&87	103&97	94&105	98&102
COc1ccc2c(-c3nnc(N)s3)cc(=O)oc2c1	110	106	97	98	74	95	97	94	103

One compound at a time, from the list above. Order of values: DU-145 | SF-539 | 786-0 | SF-268 | UO-31 | PC-3 | SF-295 | SN12C | U251
O=C1Nc2cc(-c3ccc(NS(=O)(=O)c4ccc(C(F)(F)F)cc4)cc3)ccc2/C1=C/c1ccc[nH]1 is entered as 41 | 42 | 41 | 55 | 31 | 31 | 18 | 4.6* | 41
N#Cc1c(-c2cccs2)cc(-c2cnccn2)nc1SCC(=O)Nc1ccc(Br)cc1 is entered as 70 | 93 | 81 | 82 | 58 | 87 | 90 | 88 | 83
CCC1C(=O)COC1=O (stereo unspecified) is entered as 108 | 105 | 101 | 101 | 96 | 74 | 98 | 104 | 85
COc1ccc(CCN2C(=O)CSC2=S)cc1OC is entered as 19 | 94 | 95 | 100 | 83 | 91 | 102 | 93 | 99
CCOC(=O)c1cnc2ccc(Br)cc2c1Nc1cccc(S(=O)(=O)NC)c1 is entered as 103 | 98 | 103 | 95 | 80 | 102 | 94 | 103 | 109

(further entries)
SMILES	DU-145	SF-539	786-0	SF-268	UO-31	PC-3	SF-295	SN12C	U251
N#Cc1c(-c2ccc([N+](=O)[O-])cc2)cc(-c2c[nH]c3ccccc23)nc1-c1c[nH]c2ccccc12	103	98	106	94	70	94	101	98	100
C=C(C)[C@@H]1CC[C@]2(C(N)=O)CC[C@]3(C)[C@H](CC[C@@H]4[C@@]5(C)C/C(=C/c6cccnc6)[C@H](O)C(C)(C)[C@@H]5CC[C@]43C)[C@@H]12	38[100 µM]	25[100 µM]	23[100 µM]	46[100 µM]	12[100 µM]	21[100 µM]	24[100 µM]	20[100 µM]	25[100 µM]
O=C(CSc1nnc(-c2ccc3nc(-c4ccccc4)[nH]c3c2)o1)Nc1ccc(Cl)cc1	74	23	17	60	40	43	-15*	46	49
COc1ccc(/C=C/C(=O)n2cnc3c(N)ncnc32)cc1OC	85	50	84	62	58	88	89	57	57
NCCNCC(O)c1ccccc1 (stereo unspecified)	116	106	106	113	83	101	/	106	107
S=C1NCc2cncnc2N1	112	93	106	107	89	96	94	107	/
CCNc1cc(S(=O)(=O)O)ccc1C	108	102	100	113	101	91	101	100	98
O=C1c2ccccc2C(=O)c2c1cccc2-n1nnc2ccccc21	108	112	106	103	76	/	120	106	100
O=c1oc2ccc3ccccc3c2cc1-c1ccnc2[nH]c(=S)[nH]c(=O)c12	106	103	98	99	66	93	101	93	98
COc1ccc(N=Nc2c(N)nn3c(-c4ccc(OC)c(OC)c4)c4[nH]c(=O)nc(N)c4nc23)cc1	114	99	109	109	79	95	98	98	95

Another view of part of the listing above:
The line under a structure holds: DU-145 | SF-539 | 786-0 | SF-268 | UO-31 | PC-3 | SF-295 | SN12C | U251
- O=C1c2ccccc2C(=O)c2c1cccc2-n1nnc2ccccc21
    108 | 112 | 106 | 103 | 76 | / | 120 | 106 | 100
- C=C(C)[C@@H]1CC[C@]2(C(N)=O)CC[C@]3(C)[C@H](CC[C@@H]4[C@@]5(C)C/C(=C/c6cccnc6)[C@H](O)C(C)(C)[C@@H]5CC[C@]43C)[C@@H]12
    38[100 µM] | 25[100 µM] | 23[100 µM] | 46[100 µM] | 12[100 µM] | 21[100 µM] | 24[100 µM] | 20[100 µM] | 25[100 µM]
- O=c1oc2ccc3ccccc3c2cc1-c1ccnc2[nH]c(=S)[nH]c(=O)c12
    106 | 103 | 98 | 99 | 66 | 93 | 101 | 93 | 98

(list continues)
SMILES	DU-145	SF-539	786-0	SF-268	UO-31	PC-3	SF-295	SN12C	U251
C#C[C@]1(O)CC[C@H]2[C@@H]3CC=C4c5sc(Nc6ccc(Cl)cn6)nc5CC[C@]4(C)[C@H]3CC[C@@]21C	63	-31*	-79*	44	40	30	-63*	80	19
O=C1/C(=C\c2coc3ccccc3c2=O)c2ccccc2N1c1c(Cl)cccc1Cl	25	49	27	32	43	32	-12*	59	36
CCOC(=O)COc1ccc(Cl)cc1C	109	/	106	98	93	96	104	104	96
S=C(S)NCCN1CCNC1=S	95	/	98	95	91	103	103	102	95
Cc1ccc(CNc2ccc(C)cc2)cc1	106	98	108	103	98	105	96	111	99
CCOc1ccc(N=C/C=C/c2ccccc2)c(O)c1	79	110	81	81	77	68	78	100	59
COc1ccc(-c2nc(-c3ccccc3)c(-c3ccccc3)n2-c2ccc(C(=O)O)cc2)cc1	108	98	90	96	86	84	89	/	89
CC(C)CN1C(=O)c2c(F)c(F)c(F)c(F)c2C1=O	104	101	104	102	101	107	97	/	114
Cn1c2ccccc2c2c3c(c4c5ccccc5n(CCCCCC#N)c4c21)C(=O)N(O)C3=O	16	-33*	/	12	2.0*	24	9.6*	11	13
Nc1ccc(Cl)cc1C(=O)c1ccc[nH]1	102&115	107&105	100&114	95&97	88&85	97&99	109&85	99&96	94&99
